CHRM1 PAM: potentiates human M1 receptor response to acetylcholine. activation, % at 3 µM. CHO-K1 hM1, Fluo-8 calcium fluorescence, ACh EC20; 0% = ACh EC20, 100% = maximal ACh. 360,000 tested, 0.088% active. P11229; in the data active = activation above about 19%, passing the limit was not always enough
Target sequence (P11229 whole entry, looked up): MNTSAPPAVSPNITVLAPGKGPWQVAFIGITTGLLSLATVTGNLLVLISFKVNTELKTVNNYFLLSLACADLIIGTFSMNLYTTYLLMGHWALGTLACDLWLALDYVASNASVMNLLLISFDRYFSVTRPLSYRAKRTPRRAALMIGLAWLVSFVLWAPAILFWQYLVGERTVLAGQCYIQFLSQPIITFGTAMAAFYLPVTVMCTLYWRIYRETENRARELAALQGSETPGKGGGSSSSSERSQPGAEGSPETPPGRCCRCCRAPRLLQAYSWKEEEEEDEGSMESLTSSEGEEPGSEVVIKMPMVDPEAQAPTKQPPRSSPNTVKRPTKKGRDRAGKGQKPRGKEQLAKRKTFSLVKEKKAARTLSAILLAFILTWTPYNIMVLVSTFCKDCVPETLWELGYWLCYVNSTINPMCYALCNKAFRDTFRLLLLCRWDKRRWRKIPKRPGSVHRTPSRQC
CHRM1 antagonist: blocks human M1 muscarinic receptor; CHO-K1 hM1, Fluo-8 calcium fluorescence, ACh EC80 antagonist; 360,000 tested, 1.3% active; AID 588852; inhibition, % at 3 µM;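 active = percent inhibition above its own plate's cutoff, namely the mean of that plate's compound wells plus 3 SD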;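 note: peak over basal fluorescence ratio during 140 s after agonist addition; 0% = ACh EC80 plus DMSO and 100% = DMSO alone without agonist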
M1 ag parental: counter-screen for M1 agonists: effect in parental CHO-K1 cells; Fluo-8 calcium fluorescence; scaled to maximal ATP response, vehicle zero; activation, % at 3 µM; 360,000 tested, 0.48% active; AID 602248; in the data active = activation above about 15%;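 note: untransfected CHO-K1 host cells lacking M1 receptor as counterscreen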
CHRM1 agonist: agonists of human M1 muscarinic receptor; 360,000 tested, 0.33% active; AID 588814; P11229; activation, % at 3 µM; CHO-K1 hM1, Fluo-8 calcium fluorescence, agonist mode; 0% DMSO, 100% acetylcholine EC100;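 active = activation above the run's mean compound activation plus 3 SD, cut at about 16% in these data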;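 note: peak over basal fluorescence ratio within a 140 s kinetic read after compound addition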
M1 PAM parental: counter-screen for M1 PAMs: effect in parental CHO-K1 cells; ATP EC20, Fluo-8 calcium fluorescence; 0% at ATP EC20, 100% at ATP max; activation, % at 3 µM; 360,000 tested, 0.02% active; AID 602247;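 active = activation above the run cutoff, the mean activation of all test compounds plus 3 SD, cut at about 40% in these data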;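 note: peak over basal fluorescence ratio in a 140 s read after ATP addition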
TAAR1 ag: human TAAR1 agonism. activation, % at 3 µM. Q96RJ0. CHO RD-HGA16 TAAR1, Fluo-8 calcium fluorescence; vehicle wells 0%, saturating PEA agonist 100%. 360,000 tested, 0.99% active. AID 624467;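 active = activation above the mean activation of all test compounds in the run plus 3 SD, cut at about 38% in these data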
Target sequence (Q96RJ0 whole entry, looked up): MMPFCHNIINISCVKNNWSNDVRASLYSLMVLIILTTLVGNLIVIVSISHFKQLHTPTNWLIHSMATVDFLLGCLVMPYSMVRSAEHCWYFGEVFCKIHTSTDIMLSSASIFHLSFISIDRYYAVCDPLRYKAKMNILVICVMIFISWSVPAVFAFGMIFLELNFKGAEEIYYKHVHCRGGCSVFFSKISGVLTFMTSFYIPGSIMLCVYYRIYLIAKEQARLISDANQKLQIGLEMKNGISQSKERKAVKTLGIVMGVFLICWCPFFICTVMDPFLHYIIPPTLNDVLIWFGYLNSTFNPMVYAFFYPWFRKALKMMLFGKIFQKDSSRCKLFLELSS
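System: CHO-derived RD-HGA16 cells with stable Gα16 and human TAAR1. Times: 17-24 h plating, Fluo-8 75 min 37 °C, 30 min RT. Measured by: calcium-sensitive Fluo-8 signal, excitation 470-495, emission 515-575 nm. Read-out basis: % activation relative to PEA EC100 response. Control set: DMSO and PEA EC100. Repeats: no replicates (n 1).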
TAAR1 antagonist: antagonists of human TAAR1; 360,000 tested, 1.5% active; inhibition, % at 3 µM; CHO RD-HGA16 TAAR1, Fluo-8 calcium fluorescence, antagonist; AID 624466; Q96RJ0;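 active = inhibition above a per-plate cutoff, the mean inhibition of test compounds on that plate plus 3 SD, cut at about 49% in these data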;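 note: 0% = DMSO plus EC80 beta-PEA response and 100% = DMSO alone without agonist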
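Test system – hTAAR1-expressing CHO RD-HGA16 cells, Gα16-coupled · Reagent – β-PEA at EC80 concentration, post-compound challenge · Compound dosing – 3 µM, single point · Timing – 140 s kinetic read after compound, 140 s after agonist · Detection – Fluo-8 intracellular calcium dye fluorescence, real-time kinetic reads · Control set – DMSO and EC80 PEA controls · Repeats – n of 1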
CHO parental Ca: signal in parental CHO cells, OX1R antagonist counter-screen | parental CHO-K1, ATP-induced calcium, Fluo-8 fluorescence | inhibition, % at 5.6 µM | 330,000 tested, 0.63% active;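 active = inhibition above that plate's mean sample inhibition plus 3 SD, cut at about 26% in these data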;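 note: 0% = ATP-challenged DMSO wells and 100% = DMSO wells without ATP; some compounds past the cut are filed as inactive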
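Material: parental CHO cells / Compound: single nominal dose of 5.6 µM per compound / Signal: Fluo-8 fluorescence / Replicates: singlicate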
CHO-K1 Ca antag: M1 antagonist counterscreen hit in parental CHO-K1 cells; inhibition, % at 3 µM; 360,000 tested, 0.6% active; ATP-induced calcium, Fluo-8 fluorescence; AID 602250;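 active = inhibition above a per-plate cutoff, the plate's mean sample inhibition plus 3 SD, cut at about 24% in these data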;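 note: 0% = DMSO plus EC80 ATP and 100% = DMSO alone without ATP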
* = called active by the depositor; . = no result given.

(1) CCc1ccccc1N(CC(=O)N1CCN(c2ccccc2F)CC1)S(C)(=O)=O
(2) CCc1ccccc1Nc1nc(N)nc(COC(=O)CCC(=O)c2ccc(F)cc2)n1
(3) CCOC(=O)N1CCN(C(=O)c2cccc(-n3c(=S)[nH]c4cc(Cl)ccc4c3=O)c2)CC1
(4) COc1ccc(C(=O)COC(=O)C2CCCN2C(=O)C23CC4CC(CC(C4)C2)C3)cc1 (stereo unspecified)
(5) Cc1nn(C(C)C)c(C)c1[C@@H]1C[C@H]2CN(Cc3cccc(Cl)c3)C(=O)[C@]23CCCN13
(6) CCCCn1ccnc1C(=O)c1cc(S(=O)(=O)N2CCOCC2)ccc1C

entry no.	1	2	3	4	5	6
CHRM1 PAM	3	-1	7	-8	-3	-4
CHRM1 antagonist	-9	-3	-9	5	5	1
M1 ag parental	2.2	4.6	-0.2	0.3	1.1	8.2
CHRM1 agonist	-3	-2	-5	-5	-6	-2
M1 PAM parental	6	8	20	9	-4	15
TAAR1 ag	5	.	4	3	-1	3
TAAR1 antagonist	-15	.	-1	-4	-10	5
CHO parental Ca	-18	-27	-8	-10	-20	-25
CHO-K1 Ca antag	-11	-17	-7	1	-5	-12

(7) Cc1nc2ccc(C(=O)Nc3ccccc3Cl)cc2s1
(8) O=C(Cn1c(=O)ccn(Cc2ccccc2)c1=O)Nc1cccc(S(=O)(=O)N2CCOCC2)c1
(9) CCn1c(=O)cc(N2CCC3(CC2)OCCO3)[nH]c1=O
(10) O=C(CN1CCN(S(=O)(=O)N2CCCCCC2)CC1)Nc1ccc(Br)cc1
(11) CSC1(SC2=NCCN2)SC2(NCCN2)S1
(12) CCOC(=O)C(NC(=O)CC)(Nc1ccc(S(=O)(=O)Nc2cc(C)on2)cc1)C(F)(F)F (stereo unspecified)

entry no.	7	8	9	10	11	12
CHRM1 PAM	12	18	5	7	-5	11
CHRM1 antagonist	-22	-15	-8	-15	10	-13
M1 ag parental	1.1	2.3	1.3	3.3	-0.2	0.5
CHRM1 agonist	-4	-2	-5	0	-2	-2
M1 PAM parental	19	-1	23	18	-19	23
TAAR1 ag	11	1	3	2	1	1
TAAR1 antagonist	-9	-14	-21	-7	-10	2
CHO parental Ca	.	.	-7	18	.	-3
CHO-K1 Ca antag	-7	-3	-8	-4	7	-9

Nos. 10 through 12, quoted:
(10) O=C(CN1CCN(S(=O)(=O)N2CCCCCC2)CC1)Nc1ccc(Br)cc1
(11) CSC1(SC2=NCCN2)SC2(NCCN2)S1
(12) CCOC(=O)C(NC(=O)CC)(Nc1ccc(S(=O)(=O)Nc2cc(C)on2)cc1)C(F)(F)F (stereo unspecified)

entry no.	10	11	12
CHRM1 PAM	7	-5	11
CHRM1 antagonist	-15	10	-13
M1 ag parental	3.3	-0.2	0.5
CHRM1 agonist	0	-2	-2
M1 PAM parental	18	-19	23
TAAR1 ag	2	1	1
TAAR1 antagonist	-7	-10	2
CHO parental Ca	18	.	-3
CHO-K1 Ca antag	-4	7	-9

Next section:
(13) COc1ccccc1C(=O)Nc1c(-c2ccccc2)nc2ccccn12
(14) CSc1nc(N2CCOCC2)c2sccc2n1
(15) CN(C)CC(C)(C)CNC(=O)C1CCN(CCCc2ccccc2)CC1
(16) Cc1ccc(NC(=O)CC2SC(=O)NC2=O)cc1 (stereo unspecified)
(17) CC1(C)CC(NC(=O)CCc2nnc(CCCCc3ccccc3)o2)CCO1 (stereo unspecified)
(18) C=CCN1C=C2C(=O)C(C)(OC(=O)CCC(=O)OC)C(=O)C=C2C=C1C1CC1 (stereo unspecified)

entry no.	13	14	15	16	17	18
CHRM1 PAM	2	8	3	2	10	5
CHRM1 antagonist	1	-6	-16	-10	-11	-3
M1 ag parental	3.6	1.3	0.3	0.1	0.8	1.0
CHRM1 agonist	-2	0	-9	-4	-4	-7
M1 PAM parental	-5	19	9	18	14	9
TAAR1 ag	7	7	-1	4	2	4
TAAR1 antagonist	17	-10	11	-6	4	-14
CHO parental Ca	-16	-17	-3	-23	-2	-11
CHO-K1 Ca antag	-11	-10	-11	-9	-5	-4

(19) Cc1cc2c(cc1C)N(C(=O)CCl)CC(=O)N2
(20) Cc1cccc(NC(=O)c2ccc(Cl)c(S(=O)(=O)N3CCc4ccccc43)c2)n1
(21) CC1CN(S(=O)(=O)c2cccc(C(=O)N(CCc3ccccc3)Cc3ccccc3)c2)CC(C)O1 (stereo unspecified)
(22) COc1ccc(CCNC(=O)COC(=O)c2cc(=O)[nH]c3ccccc23)cc1
(23) CCOC(=O)CSc1nnc(-c2ccc(S(=O)(=O)NCc3cccs3)cc2)o1
(24) O=C(O)c1ccc2c(c1)S(=O)(=O)N=C1CCCCCN12

entry no.	19	20	21	22	23	24
CHRM1 PAM	2	6	3	8	8	7
CHRM1 antagonist	-4	-5	-3	-22	-10	-3
M1 ag parental	0.0	2.0	-0.2	1.2	4.7	-0.1
CHRM1 agonist	-2	-4	-5	1	3	-4
M1 PAM parental	-6	2	-5	14	21	-8
TAAR1 ag	.	2	.	3	11	6
TAAR1 antagonist	.	16	.	-1	-2	5
CHO parental Ca	.	-14	-23	-8	5	-2
CHO-K1 Ca antag	-1	-14	-1	-22	-24	13

(25) CCOc1ccc(-c2c(C(=O)N/N=C/c3ccc(O)cc3)nnn2-c2nonc2N)cc1
(26) CCCCn1nnc(NC(=O)CC23CC4CC(CC(C4)C2)C3)n1
(27) CCCCc1cc(=O)oc2cc(O)ccc12
(28) CCOC(=O)CSc1nnc(CNC(=O)c2ccc(S(=O)(=O)N3CCCC3)cc2)n1C
(29) CN(C(=O)c1cccc(NC(=O)Cc2cccc(NC(=O)C3CCCN(C(=O)C4CCCCC4)C3)c2)c1)C1CC1 (stereo unspecified)
(30) CN1CCN(C(=O)/C(=C\c2cccnc2)NC(=O)c2cccc(Br)c2)CC1

entry no.	25	26	27	28	29	30
CHRM1 PAM	10	4	-2	-5	0	4
CHRM1 antagonist	-4	-5	-1	-9	-6	-5
M1 ag parental	0.9	0.2	1.0	0.7	-0.1	0.5
CHRM1 agonist	0	-3	-3	-15	-3	-2
M1 PAM parental	19	11	-10	16	10	11
TAAR1 ag	17	12	1	11	2	0
TAAR1 antagonist	-12	-2	-9	-7	-39	-13
CHO parental Ca	-16	-4	-6	0	.	1
CHO-K1 Ca antag	-3	-12	-4	-19	-4	-19

(31) COc1ccc(OCc2cc(C(=O)N3CCOCC3)no2)c(Cl)c1
(32) O=C(COC(=O)C1CC(=O)N(Cc2ccco2)C1)c1ccc(OC(=O)c2ccccc2)cc1 (stereo unspecified)
(33) COc1cccc(CC2(CO)CCCN(Cc3ccc(CN4CCCCC4)s3)C2)c1 (stereo unspecified)
(34) CNS(=O)(=O)c1ccc2nc(NC(=O)c3ccc(N4C(=O)CCC4=O)cc3)sc2c1
(35) C=CCn1c(SCC)nc2sc3c(c2c1=O)CCc1ccccc1-3
(36) Cc1cc2oc(=O)cc(CN3CCOCC3)c2c(C)c1Cl

entry no.	31	32	33	34	35	36
CHRM1 PAM	-2	6	-9	0	2	12
CHRM1 antagonist	8	-5	-2	7	2	-12
M1 ag parental	0.9	3.1	0.4	0.4	-0.1	0.5
CHRM1 agonist	-3	1	-12	-6	-3	-1
M1 PAM parental	-6	7	4	-10	-12	11
TAAR1 ag	0	8	6	6	7	2
TAAR1 antagonist	-14	6	7	14	3	-5
CHO parental Ca	-2	-3	-11	-5	-24	.
CHO-K1 Ca antag	-13	-5	-8	12	5	-18

(37) COc1ccc(NC(=O)CSc2nnc(CNC(=O)c3ccco3)o2)c(OC)c1
(38) CCn1c(=O)n(CC(=O)NCC2CCCO2)c(=O)c2c3c(sc21)COC(C)(C)C3 (stereo unspecified)
(39) CC1=C(C(=O)OCc2ccccc2)C(c2ccccc2-c2ccccc2)NC(=O)N1CCCCCC(=O)O (stereo unspecified)
(40) CC(C)CC(OC(=O)c1cccs1)C(=O)NCC1CCCO1 (stereo unspecified)
(41) Cc1ccc(C(=O)N2CCN(c3cc4c(cc3[N+](=O)[O-])n(C)c(=O)n4C)CC2)cc1
(42) Cc1ccc(C(=O)N2CCCCC2C(=O)O)cc1S(=O)(=O)N1CCCCC1 (stereo unspecified)

entry no.	37	38	39	40	41	42
CHRM1 PAM	2	0	7	6	1	13
CHRM1 antagonist	-9	2	-15	1	0	-26
M1 ag parental	0.1	4.0	0.6	0.1	1.7	1.0
CHRM1 agonist	-3	-4	-5	-3	-6	-2
M1 PAM parental	-5	-7	27	-8	3	19
TAAR1 ag	2	0	5	2	14	10
TAAR1 antagonist	2	3	3	-20	-5	-16
CHO parental Ca	-3	-3	-29	-2	-4	-14
CHO-K1 Ca antag	8	-4	-11	19	-14	-16

(43) COc1ccc(NC(=O)CCCOc2ccc(C(C)=O)cc2)cc1S(=O)(=O)N1CCCCC1
(44) CCOC(=O)/C(C#N)=C/c1c(N2CCN(c3cccc(Cl)c3)CC2)nc2c(C)cccn2c1=O
(45) C=CCOc1c(CNc2nccs2)cccc1OCC
(46) COc1cc(C(=O)Nc2ccc3nc(N4CCOCC4)sc3c2)cc(OC)c1OC
(47) COc1ccc(C(c2nnnn2Cc2ccccc2)N2CCN(C(=O)c3ccco3)CC2)cc1 (stereo unspecified)
(48) CN(C(=O)COC(=O)c1ccc(Cl)cc1N)C1CCCCC1
(49) CC(=O)N1CCN(C(=O)c2ccc(S(=O)(=O)Nc3cccc(C(F)(F)F)c3)cc2)CC1

entry no.	43	44	45	46	47	48	49
CHRM1 PAM	-22	11	5	-4	3	-6	1
CHRM1 antagonist	7	-4	-7	13	-8	24	0
M1 ag parental	15	-0.6	0.4	0.2	0.4	8.0	0.6
CHRM1 agonist	7	-4	-10	-4	-4	-3	-4
M1 PAM parental	9	-10	18	-3	-9	-10	5
TAAR1 ag	12	-2	5	8	7	3	5
TAAR1 antagonist	22	2	-13	-4	2	-2	-20
CHO parental Ca	.	.	-22	-26	-19	5	2
CHO-K1 Ca antag	4	8	-23	-13	12	4	0

Source: PubChem (The Scripps Research Institute Molecular Screening Center)
